Nrf2 block – Nrf2 qHTS screen for inhibitors | Potency, µM (doses to about 46 µM), without a hit: at the top dose activity change, negative = inhibition, usual class: inhibitors | A549 ARE-Fluc reporter, luciferase luminescence, 18-24 h | 360,000 compounds, 2.1% hits; also: potency is read from the fitted curve at half-maximal effect; % is scaled to controls: 0 for no effect and ±100 for the full control effect; nearly all actives have a fitted effect of over 60% in size
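A549 ARE_Fluc cells (5000/well, 5% FBS OPTI-MEM) pre-incubated 2 h, then treated with compounds 18-24 h at 37C/5% CO2 in concentration-response. CellTiter-Fluor viability read first; BugLite luciferase luminescence after 15 min at room temperature gives Nrf2 activity.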
Nrf2 activator – qHTS of Nrf2 Activators | AREc32 ARE-luciferase reporter (MCF7-derived line), luminescence, 24 h | Potency, µM (titrated, usually from 46.1 µM), for inactives: at the top dose activation, usual class: activators | 410,000 compounds, 0.31% hits; also: potency is read from the fitted curve at half-maximal effect; % of control where 0% means no effect; nearly all actives have a fitted effect of over 65% in size
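Cells of the AREc32 ARE-luciferase line are plated in OPTI-MEM containing 5% FBS and left overnight at 37 deg C. Compounds are pinned in, incubation continues 24 hr, and firefly luciferase signal is then measured.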
EPAC2 ag – qHTS for Agonist of cAMP-regulated guanine nucleotide exchange factor 4 (EPAC2): primary screen | Rap guanine nucleotide exchange factor 4 (Homo sapiens), Q8WZA2 | EPAC2 activation, biochemical qHTS; response scale: 100% = 6.5 mM cAMP response | Potency, µM (doses to about 154 µM), for inactives: at the highest dose activation, hits mostly activators | 360,000 compounds, 0.079% hits | AID 720711, 2013; also: potency is read from the fitted curve at half-maximal effect; nearly all actives have a fitted effect of over 50% in size
Target sequence (Q8WZA2 whole entry, looked up): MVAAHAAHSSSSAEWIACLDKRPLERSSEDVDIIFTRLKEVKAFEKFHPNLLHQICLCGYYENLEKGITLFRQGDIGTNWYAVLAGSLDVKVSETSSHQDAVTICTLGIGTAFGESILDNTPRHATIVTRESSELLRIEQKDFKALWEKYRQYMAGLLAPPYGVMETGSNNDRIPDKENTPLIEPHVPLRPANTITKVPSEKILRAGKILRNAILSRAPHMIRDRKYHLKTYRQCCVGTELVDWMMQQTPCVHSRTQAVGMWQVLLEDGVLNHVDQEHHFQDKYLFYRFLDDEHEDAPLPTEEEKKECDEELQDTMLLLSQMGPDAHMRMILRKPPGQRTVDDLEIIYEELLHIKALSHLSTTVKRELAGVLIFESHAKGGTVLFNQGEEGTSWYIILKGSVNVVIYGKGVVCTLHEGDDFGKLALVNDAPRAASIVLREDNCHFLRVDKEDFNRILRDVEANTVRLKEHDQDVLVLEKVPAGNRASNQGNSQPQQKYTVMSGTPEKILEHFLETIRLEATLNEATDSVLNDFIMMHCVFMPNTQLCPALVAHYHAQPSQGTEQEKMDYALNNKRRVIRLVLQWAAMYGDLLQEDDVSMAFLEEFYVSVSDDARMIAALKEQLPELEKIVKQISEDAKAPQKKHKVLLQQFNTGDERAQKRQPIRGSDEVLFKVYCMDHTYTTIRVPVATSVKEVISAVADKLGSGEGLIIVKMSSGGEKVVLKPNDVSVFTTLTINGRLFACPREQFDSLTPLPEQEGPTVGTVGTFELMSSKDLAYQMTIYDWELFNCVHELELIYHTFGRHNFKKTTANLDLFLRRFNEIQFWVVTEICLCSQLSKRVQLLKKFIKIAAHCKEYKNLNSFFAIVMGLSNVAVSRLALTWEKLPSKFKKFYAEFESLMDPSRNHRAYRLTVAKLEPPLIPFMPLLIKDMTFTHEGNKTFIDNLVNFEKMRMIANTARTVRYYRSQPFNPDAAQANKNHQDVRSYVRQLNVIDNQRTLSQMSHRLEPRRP
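Exchange assay: 100 nM EPAC2 with 250 nM Rap1B-BODIPY-GDP and 50 uM GDP. Fluorescence (ex 480/em 540 nm) read every 5 min for 30 min at room temperature. Data normalized to 6.5 mM cAMP as agonist control.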
HepG2 tox – qHTS for Inhibitors of TGF-b: Cytotox Counterscreen; HepG2 CAGA-GFP viability, ATP luminescence, 18 h; Potency, µM (doses to about 46.1 µM), without a hit: at the highest dose activity change, negative = cytotoxicity, usual class: cytotoxic; 410,000 compounds, 0.76% hits; also: potency is read from the fitted curve at half-maximal effect; some results filed as inactive show a strong effect at the top dose
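CellTiter-Glo luminescence gave cytotoxicity after 18 hours at 37 degrees C. The cells were HepG2 CAGA-GFP in 1% FBS DMEM, stimulated with 500 pg/mL TGF-beta after compound addition. %Activity was normalised to no-cell wells (complete cell-killing) and DMSO (no toxicity), and curves were fitted and classified.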
IL-2 act – qHTS of IL-2 Activators; IL-2 activation reporter assay, cell-based qHTS; stimulated with anti-CD3/CD4/CD28 beads; in transgenic mouse T cells; activation, % (series mostly up to about 46 µM); 360,000 compounds, 0.065% hits; in the data active = activation above about 50%; inconclusive = mostly about 30% to 49%; also: 0% is about no effect
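Readout: EGFP and DsRed signals by fluorescent plate cytometry. Unstimulated transgenic mouse T cells received compound 60 min before antibody-bead stimulation, then incubated 18 h at 37 degrees C.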
S2 tox – Viability Counterscreen for Primary qHTS for Inhibitors of ATXN expression; AID 651635, 2014; S2 cells (HEK-293 line with an ATXN2-luciferase reporter) viability, CellTiter-Fluor protease fluorescence, 24 h; Potency, µM (series often up to 56.7 µM), hits mostly cytotoxic; 400,000 compounds, 0.49% hits; also: potency is read from the fitted curve at half-maximal effect; nearly all actives have a fitted effect of over 40% in size
TGFb SMAD3 inh – qHTS for Inhibitors of TGF-b; Potency, µM (doses to about 46.1 µM), for the others: top-dose activity, negative = inhibition, usual class: inhibitors; HepG2 CAGA-GFP TGF-b/SMAD3 reporter, GFP fluorescence, 18 h; TGF-beta stimulated, 500 pg/mL final; 410,000 compounds, 1.2% hits; also: potency is read from the fitted curve at half-maximal effect; % is scaled to controls: 0 for no effect and ±100 for the full control effect; nearly all actives have a fitted effect of over 65% in size
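HEPG2 CAGA-GFP reporter cells (1000/well, DMEM with 1% FBS) received compounds, then recombinant TGF-beta at 500 pg/mL final for 18 hours at 37 degrees C. Per-cell GFP summed per well was normalised to unstimulated and stimulated DMSO controls before curve fitting.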
A549 viability – Nrf2 qHTS screen for inhibitors: counterscreen for cytotoxicity; A549 ARE-Fluc cells, CellTiter-Fluor viability, 18-24 h; Potency, µM (titrated, usually from 46 µM), inactives show at the highest dose activity change, negative = cytotoxicity, actives largely listed as inhibitors; 390,000 compounds, 0.16% hits; AID 504648, 2011; also: potency is read from the fitted curve at half-maximal effect; % is scaled to controls: 0 for no effect and ±100 for the full control effect
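A549 ARE-Fluc cells in 5% FBS OPTI-MEM, 5000 cells/well, rested 2 h then exposed to compounds in concentration-response for 18-24 h at 37 °C. Viability by CellTiter-Fluor fluorescence (Ex 405/Em 525) after 30 min; luciferase luminescence (BugLite, 15 min, RT) read afterwards.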
ATXN2 expr inh – Primary qHTS for Inhibitors of ATXN expression. Potency, µM (highest dose often 57 µM), without a hit: at the highest dose activity change, negative = inhibition, hits mostly inhibitors. 360,000 compounds, 0.72% hits. HEK-293 ATXN2-luciferase reporter, luminescence, 24 h. AID 1745845, 2022; also: potency is read from the fitted curve at half-maximal effect; % is scaled to controls: 0 for no effect and ±100 for the full control effect; nearly all actives have a fitted effect of over 55% in size
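ATXN2-luciferase reporter cells (luciferase flanked by upstream and downstream ATXN2 gene portions) were treated 24 h at 37 °C with compounds at up to 57 uM. SteadyGlo luminescence gave expression; GF-AFC fluorescence gave viability.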
Active calls of the source: *; i = inactive; ? = inconclusive; · = no result given; & = joins results of further samples; [ ] = dose if it differs, or a comment. Unless noted, calls follow the shape of the dose curve; as a rule, active = well fitted curve in the direction sought with a large enough effect; inconclusive = small, poorly fitted or top-dose-only effect, or another doubt; inactive = no such curve, though single readings can be large; an effect the other way counts as inactive or inconclusive.

SMILES	Nrf2 block	Nrf2 activator	EPAC2 ag	HepG2 tox	IL-2 act	S2 tox	TGFb SMAD3 inh	A549 viability	ATXN2 expr inh
CCOC(=O)Cn1c(=N)n(Cc2ccccc2F)c2ccccc21	-10%	0.2%	8%	-8%	-2.4	i	20%	-5%	0%
CCc1ccc2c(c1)C1(NN=C(c3ccc(C)cc3)S1)C(=O)N2 (configuration not stated)	?	-0.2%	20%	-95%	-0.2	?	16µM*	?	?
O=C1CC(N2CCN(c3nc4ccccc4s3)CC2)C(=O)N1Cc1cccs1 (configuration not stated)	?	2.4%	6%	-6%	0.2	i	?	-18%	1%
O=C(c1ccc2c(c1)N(Cc1ccccc1)C(=O)c1ccccc1S2)N1CCCC1	?	-0.5%	6%	-20%	0.9	i	?	-3%	-14%
COc1ccc(-c2nnc(SCC(=O)c3ccc(NC(C)=O)cc3)o2)cc1OC	·	-1.0%	·	2%	·	·	2%	11%	·
COc1ccc(/C=C/C(=O)Nc2cc(F)ccc2C)cc1S(=O)(=O)N1CCOCC1	-16%	-0.1%	6%	-17%	-3.4	?	-3%	0%	-16%
COc1ccc2nc(NC(=O)c3sc4nc(C)cc(C)c4c3N)sc2c1	1%	-0.4%	3%	-50%	0.5	i	-8%	16%	·
CCN(CC)S(=O)(=O)c1ccc(N2CCCCC2)c(NC(=O)/C=C/c2cc(OC)c(OC)c(OC)c2)c1	-12%	5.8%	9%	-20%	-2.7	i	0%	-3%	7%
Nc1nonc1-n1nnc(C(=O)N/N=C/c2ccccc2F)c1CN1CCc2ccccc21	-1%	4.4%	11%	-24%	0.0	i	?	-2%	·
Cc1ccc(S(=O)(=O)N2CCOCC2)cc1C(=O)Nc1cccc(S(=O)(=O)N2CCCC2)c1	-28%	0.2%	14%	3%	1.6	i	-18%	5%	-11%
Cc1nc(-c2cccc3ccccc23)ccc1C(=O)O	5%	-0.7%	7%	-6%	-3.6	i	4%	6%	-31%
C[C@@H]1CN([C@H](C)CO)C(=O)CCCn2cc(nn2)CO[C@H]1CN(C)S(=O)(=O)c1cccs1	·	0.0%	-3%	-19%	1.2	i	0%	·	-2%

Taken from above:
`COc1ccc2nc(NC(=O)c3sc4nc(C)cc(C)c4c3N)sc2c1` in TGFb SMAD3 inh reads -8%
`COc1ccc(/C=C/C(=O)Nc2cc(F)ccc2C)cc1S(=O)(=O)N1CCOCC1` in IL-2 act reads -3.4

(further entries)
SMILES	Nrf2 block	Nrf2 activator	EPAC2 ag	HepG2 tox	IL-2 act	S2 tox	TGFb SMAD3 inh	A549 viability	ATXN2 expr inh
COc1ccc(CC(NC(C)=O)C(=O)NC2CCN(c3nc(C)cc(C)c3C#N)CC2)cc1OC (configuration not stated)	-22%	-0.8%	14%	3%	-0.2	i	4%	-3%	-28%
O=C1C=C(c2cccc(O)c2)CCC1	2%	-0.2%	4%	-5%	0.9	i	-17%	0%	22%
COC(=O)c1ccc2c(=O)n(Cc3ccc4c(c3)OCO4)c(=S)[nH]c2c1	0%	-1.1%	5%	-15%	0.0	i	-7%	-1%	·
CCCc1ccc(C2C3=C(CC(C)(C)CC3=O)NC3=C2C(=O)c2ccccc23)cc1 (configuration not stated)	8.2µM*	0.4%	7%	-3%	?	·	?	?	?
Cc1ccc(C(=O)c2ccccc2C(=O)OCC(=O)NCC2CCCO2)cc1 (configuration not stated)	1%	12%	10%	-1%	0.5	i	2%	-6%	6%
O=C1c2ccccc2C(=Nc2ccccc2)C1c1cccc(Br)c1 (configuration not stated)	?	?	7%	-54%	-3.2	?	-8%	?	?
O=C(Nc1nnc(S(=O)(=O)N2CCCc3ccccc32)s1)c1ccccc1	7%	14%	·	-31%	·	i	?	1%	4%
CN(C)CCCNC(=O)OC1CC2CC1[C@H]1CCCCN1C2=O (some centres not stated)	·	0.1%	0%	·	0.3	?	·	·	-4%
CN(NS(=O)(=O)c1ccccc1)c1nc2ccccc2nc1C(F)(F)F	-18%	-0.1%	-7%	-2%	-2.3	i	-1%	1%	0%
Cc1cc(N2CCOCC2)nc(SCC(=O)c2ccc(Cl)cc2)n1	-9%	3.0%	9%	-2%	0.5	i	2%	1%	1%
CCc1nn2c(=O)c(S(=O)(=O)Nc3ccc(C)c(C)c3)c(C)nc2s1	?	1.8%	·	-22%	·	i	-6%	16%	-12%
Cc1nn(-c2ccccc2)nc1C(=O)Nc1nnc(C(F)(F)F)s1	?	-0.7%	-13%	-16%	1.6	?	?	-11%	-27%
O=C(CN1CCSc2ccccc21)N1CCN(c2cccc(Cl)c2)CC1	·	1.0%	·	2%	·	i	2%	-11%	4%
CC(=O)c1cccc(NC(=O)c2oc(C)nc2C)c1	3%	1.8%	5%	-3%	-1.3	i	5%	-6%	5%
Cc1cc(C)n(CCC(=O)N=Nc2c(O)[nH]c3ccccc23)n1	-7%	0.1%	2%	0%	-0.9	i	8%	2%	2%
NC(=O)C1CCN(C(=O)CCNS(=O)(=O)c2cc(Br)cnc2N)CC1	4%	-0.4%	1%	-1%	-1.0	i	1%	12%	-2%
Clc1ccc(N2CCN(Cc3ccc(Br)o3)CC2)cc1	0%	-0.2%	20%	-16%	-1.1	i	-6%	1%	-15%
Cc1ccc(NC(=O)Cn2c(=O)c(CNc3ccccc3)cc3cc4c(cc32)OCCO4)cc1	·	5.1%	·	-32%	·	i	?	0%	19%
O=C(NNc1ccc(-c2csnn2)cc1)c1cc(Cl)cc(Cl)c1	6%	-0.2%	12%	-28%	0.2	?	-15%	0%	?
CN(C)C1(CNC(=O)C2CCN(S(=O)(=O)c3c(Cl)cccc3Cl)CC2)CCCCC1	3%	-0.2%	12%	-13%	-0.5	i	-18%	-2%	-2%
O=C1/C(=C/c2ccncc2)Oc2cc(OS(=O)(=O)c3ccccc3)ccc21	3%	-0.4%	12%	8%	-0.9	?	?	-2%	·
CC(C)C[C@@H](COc1ccccc1)N1CCN(Cc2ccccc2)CCC1=O	14%	0.5%	-6%	-31%&-22%	-0.5	i	?	-3%	9%
O=S(=O)(Nn1cnnc1)c1ccc(F)cc1	2%	0.3%	12%	-9%	-0.8	i	-13%	5%	-8%
O=C(CSc1nnc(CNC(=O)c2ccccc2)o1)Nc1nccs1	?	0.3%	7%	-11%	0.0	i	-10%	-14%	-3%
COc1ccc(-n2nnnc2C2CCN(S(=O)(=O)c3cccc(C(F)(F)F)c3)CC2)cc1	2%	-0.7%	·	-12%	·	·	-2%	4%	·
Cc1noc(C)c1COc1ccc(C(=O)NCC(c2c(F)cccc2Cl)N(C)C)cc1 (configuration not stated)	5%	-0.5%	7%	-18%	-4.3	i	0%	2%	4%
Cc1cc(C)c(NC(=O)CN2C(=O)CCSc3ccc(S(=O)(=O)N4CCCC4)cc32)c(C)c1	·	-0.4%	·	-11%	·	·	-14%	-1%	·
C[C@H]1CN([C@@H](C)CO)C(=O)c2cccc(NC(=O)c3ccc(-c4nccs4)cc3)c2O[C@@H]1CN(C)C(=O)NC1CCCCC1	-14%	1.0%	-6%	-8%	-0.5	i	6%	-2%	-14%
CC(=O)NCCC(=O)Nc1nc(-c2ccccc2Cl)cs1	-17%	3.0%	0%	2%	1.1	i	0%	4%	-11%[11.3 µM]
CCC1CCCCN1CCCNC(=O)CCC(=O)N1CC(C)Oc2ccccc21 (configuration not stated)	0%	-0.5%	10%	-35%	-2.4	i	-15%	2%	-33%
CCOC(=O)c1ccccc1NC(=O)c1cccc2c1C(=O)N(C1CCN(C(=O)OCC)CC1)C2	-22%	0.4%	14%	-27%	-1.9	i	-13%	2%	-2%
NC(=NCCc1ccccc1)NS(=O)(=O)c1ccc(F)cc1	-9%	-0.2%	5%	-13%	-0.7	i	9%	3%	-8%

Compounds shown so far that contain an aryl methoxy group, in the order listed:
SMILES	Nrf2 block	Nrf2 activator	EPAC2 ag	HepG2 tox	IL-2 act	S2 tox	TGFb SMAD3 inh	A549 viability	ATXN2 expr inh
COc1ccc(-c2nnc(SCC(=O)c3ccc(NC(C)=O)cc3)o2)cc1OC	·	-1.0%	·	2%	·	·	2%	11%	·
COc1ccc(/C=C/C(=O)Nc2cc(F)ccc2C)cc1S(=O)(=O)N1CCOCC1	-16%	-0.1%	6%	-17%	-3.4	?	-3%	0%	-16%
COc1ccc2nc(NC(=O)c3sc4nc(C)cc(C)c4c3N)sc2c1	1%	-0.4%	3%	-50%	0.5	i	-8%	16%	·
CCN(CC)S(=O)(=O)c1ccc(N2CCCCC2)c(NC(=O)/C=C/c2cc(OC)c(OC)c(OC)c2)c1	-12%	5.8%	9%	-20%	-2.7	i	0%	-3%	7%
COc1ccc(CC(NC(C)=O)C(=O)NC2CCN(c3nc(C)cc(C)c3C#N)CC2)cc1OC (configuration not stated)	-22%	-0.8%	14%	3%	-0.2	i	4%	-3%	-28%
COc1ccc(-n2nnnc2C2CCN(S(=O)(=O)c3cccc(C(F)(F)F)c3)CC2)cc1	2%	-0.7%	·	-12%	·	·	-2%	4%	·

Source: PubChem (National Center for Advancing Translational Sciences (NCATS))

Random draw from the library; 4.3% or so of the library scored in one or more.
